From PubChem
TbMetRS inhib: Trypanosoma brucei MetRS inhibition; purified T. brucei MetRS, ATP depletion, Kinase-Glo luminescence; inhibition, % at 11.9 µM; 360,000 compounds, 0.4% hits;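 active = inhibition above a per-plate cutoff of the control wells' mean inhibition plus 3 SD, cut at about 5.5% in these data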;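 note: 0% = DMSO wells median and 100% = median of wells with control inhibitor compound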
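Material: T. brucei methionyl-tRNA synthetase, purified; reagent: substrates ATP, L-methionine and bulk Escherichia coli tRNA; dosing: 11.9 µM single point; timing: 15 min plus 2 h at 25 °C; detection: luminescence of leftover ATP; evaluation: % inhibition; control set: DMSO-only wells as low control; replicates: singlicate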
SUMO1-SIM PPI: modulators of human SUMO1-mediated protein-protein interactions; SUMO1 binding to a labelled peptide, TR-FRET, 1 h; inhibition, % at 20 µM; 360,000 compounds, 0.33% hits; AID 602429; in the data active = inhibition above about 37%
Target sequence (P63165 whole entry, looked up): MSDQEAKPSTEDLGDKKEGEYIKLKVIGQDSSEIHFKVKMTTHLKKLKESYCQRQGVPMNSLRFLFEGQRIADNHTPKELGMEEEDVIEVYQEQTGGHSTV
Rpn11 inh: Rpn11 (human) deubiquitinase inhibition. human 26S proteasome, Ub4-pepOG fluorescence polarization; 20S core pre-blocked with epoxomicin. calls only at 20 µM. 360,000 compounds, 0.59% hits. AID 588493;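 active = inhibition at 20 µM, scaled to each plate's controls, above about 33%, limit read from the data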
Target sequence (O00487 whole entry, looked up): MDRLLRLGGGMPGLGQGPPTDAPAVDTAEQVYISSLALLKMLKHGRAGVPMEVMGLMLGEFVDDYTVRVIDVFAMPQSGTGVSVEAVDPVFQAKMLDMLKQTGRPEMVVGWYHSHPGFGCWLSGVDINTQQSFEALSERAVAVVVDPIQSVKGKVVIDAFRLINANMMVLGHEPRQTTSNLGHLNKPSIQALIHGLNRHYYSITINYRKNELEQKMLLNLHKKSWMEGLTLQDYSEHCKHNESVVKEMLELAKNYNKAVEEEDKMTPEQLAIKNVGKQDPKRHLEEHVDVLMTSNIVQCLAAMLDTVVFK
NadD inh: inhibitors of Staphylococcus aureus NadD. purified NadD enzyme, colorimetric absorbance read-out. inhibition, % at 20 µM. 360,000 compounds, 0.78% hits. AID 602399; in the data active = inhibition above about 26%; note: some compounds past the cut are filed as inactive
STEP inh: STEP (human) phosphatase inhibition; P54829; recombinant STEP, OMFP fluorogenic substrate, fluorescence; inhibition, % at 20 µM; 360,000 compounds, 0.25% hits; AID 588621;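 active = inhibition at 20 µM, scaled per plate between control wells, above about 37%, limit read from the data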;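 note: 0% = DMSO with enzyme and substrate and 100% = substrate only without enzyme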
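System: STEP (striatal-enriched tyrosine phosphatase) enzyme, cell-free; medium: Bis-Tris pH 6.0 buffer with DTT, detergent; dosing: 20 µM, 1% DMSO; times: reaction 20 min, ambient temperature; detection: fluorescence, 480/540 nm; read-out basis: normalized % inhibition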
DNMT1 block: DNMT1 (human) enzyme inhibition; DNMT1 molecular beacon, Hinp1I cleavage, fluorescence; inhibition (reported as % activation of signal), % at 10 µM; 360,000 compounds, 0.83% hits; AID 588458; in the data active = inhibition above about 50%
CSN deneddyl inh: blocks human CSN-mediated cullin deneddylation; Q92905; Purified CSN, SCF-Nedd8-OG deneddylation, fluorescence polarization; 360,000 compounds, 0.38% hits; inhibition, % at 12.5 µM;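 active = pattern-corrected inhibition above about 35%, with an unprinted fluorescence ratio check between 0.5 and 1.5, limit read from the data, passing the limit was not always enough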;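 note: 0% = enzyme with substrate and 100% = substrate without enzyme; some results filed as inactive read as strong as hits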
Target sequence (Q92905 whole entry, looked up, one chain of several): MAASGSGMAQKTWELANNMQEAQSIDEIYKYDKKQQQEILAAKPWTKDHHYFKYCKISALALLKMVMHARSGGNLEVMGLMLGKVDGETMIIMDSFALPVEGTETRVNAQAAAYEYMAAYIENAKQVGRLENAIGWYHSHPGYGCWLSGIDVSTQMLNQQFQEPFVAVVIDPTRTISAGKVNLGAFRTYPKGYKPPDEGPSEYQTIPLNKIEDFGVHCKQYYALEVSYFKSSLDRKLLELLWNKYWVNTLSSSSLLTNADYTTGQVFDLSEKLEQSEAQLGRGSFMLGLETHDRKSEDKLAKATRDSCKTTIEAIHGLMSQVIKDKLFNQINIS
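Test system: Human Csn5 produced in HEK293T cells | Compound: 12.5 µM single point | Times: 90 min, room temperature | Signal: Fluorescence polarization readout | Read-out basis: % inhibition of substrate cleavage by Csn5 | Controls: no-enzyme wells high, enzyme-with-substrate wells low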
Scp-1 inhibitor: Scp-1 (human) phosphatase inhibition; Q9GZU7; Recombinant Scp1, phosphopeptide, malachite green phosphate absorbance; inhibition, % at 20 µM; 340,000 compounds, 0.88% hits;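 active = inhibition above about 50% at 20 µM, limit read from the data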;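 note: plate controls were DMSO wells with enzyme for no effect and wells lacking enzyme for full effect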
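Times: enzyme reaction 45 min at room temperature, colour 5 min, stabilisation 30 min. Material: SCP-1 catalytic fragment, aa 76-261. Medium: Acidic Tris acetate buffer with magnesium and detergent. Signal: colorimetric free-phosphate detection, absorbance 630 nm. Read-out basis: % inhibition of SCP-1 phosphate liberation. Reagent: Phosphorylated 17-residue peptide substrate.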
LMPTP block: LMPTP (human) inhibition; P24666; recombinant LMPTP-A, OMFP fluorogenic substrate, fluorescence intensity; 360,000 compounds, 0.22% hits; inhibition, % at 20 µM;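 active = compounds that cut the enzyme signal by at least half of the control window in the single-dose screen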;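 note: plate controls were DMSO wells with enzyme plus substrate for no effect and substrate without enzyme for full effect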
Target sequence (P24666 whole entry, looked up): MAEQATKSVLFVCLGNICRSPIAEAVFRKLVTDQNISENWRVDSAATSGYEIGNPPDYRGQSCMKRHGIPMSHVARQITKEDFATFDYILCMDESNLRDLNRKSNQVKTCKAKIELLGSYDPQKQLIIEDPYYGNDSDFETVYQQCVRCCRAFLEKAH
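Assay system: LMPTP-A, protein tyrosine phosphatase of low molecular weight / Medium: pH 6.0 Bis-Tris buffer with DTT and Triton X-100 / Schedule: 50 min enzyme reaction at room temperature, protected from light / Measured by: endpoint fluorescence intensity from OMFP dephosphorylation / Read-out basis: % inhibition relative to no-enzyme and uninhibited control wells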
MLLE-PAM2 inh: blocks PAM2 peptide binding to the PABP1 MLLE domain. inhibition, % at 20 µM. GST-MLLE / FITC-PAM2 fluorescence polarization. 360,000 compounds, 0.36% hits. P11940; in the data active = inhibition above about 35%, passing the limit was not always enough;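 note: plate controls were DMSO wells with GST-MLLE for no effect and wells lacking GST-MLLE protein for full effect; some results filed as inactive read as strong as hits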
Starred values were filed as active, the others as inactive.

Results for COc1ccccc1C1NC(=O)NC(C)=C1C(=O)OC1CCC(C)CC1 (centres undefined) ?
TbMetRS inhib: -1.2; SUMO1-SIM PPI: 1; Rpn11 inh: inactive; NadD inh: -2; STEP inh: 4; DNMT1 block: 1; CSN deneddyl inh: -1; Scp-1 inhibitor: -1; LMPTP block: 1.8; MLLE-PAM2 inh: -2

What do the screens show for `Cc1ccc(C)c(NC(=O)CSc2nnc(Cc3cccn3C)n2-c2ccc(F)cc2)c1`?
TbMetRS inhib: -1.0; SUMO1-SIM PPI: 5; Rpn11 inh: inactive; NadD inh: 2; STEP inh: 1; DNMT1 block: -2; CSN deneddyl inh: -2; Scp-1 inhibitor: -8; LMPTP block: 0.3; MLLE-PAM2 inh: -8

What do the screens show for `CC(C)c1ccc(O)c(NC(=O)c2cccnc2)c1`?
TbMetRS inhib: 0.1; SUMO1-SIM PPI: 1; Rpn11 inh: inactive; NadD inh: -2; STEP inh: 1; DNMT1 block: -2; CSN deneddyl inh: 0; Scp-1 inhibitor: 1; LMPTP block: -1.8; MLLE-PAM2 inh: 0

Results for CCC1NC(=O)c2cccnc2-n2c1nc1cc(F)ccc1c2=O (centres undefined) ?
TbMetRS inhib: -1.0; SUMO1-SIM PPI: 3; Rpn11 inh: inactive; NadD inh: 7; STEP inh: 0; DNMT1 block: 8; CSN deneddyl inh: 1; LMPTP block: -1.8; MLLE-PAM2 inh: 3

How did CC(Sc1nnc(Nc2ccccc2)s1)C(=O)NC1CCCc2ccccc21 (centres undefined) do in these assays?
TbMetRS inhib: -0.1; SUMO1-SIM PPI: 8; Rpn11 inh: inactive; NadD inh: 3; STEP inh: -1; DNMT1 block: -6; CSN deneddyl inh: -3; Scp-1 inhibitor: -4; LMPTP block: -0.4; MLLE-PAM2 inh: -34

Results for Cc1ccc(-c2c(C(=O)NCc3ccc(F)cc3)oc(=O)c3ccccc23)cc1 ?
TbMetRS inhib: -1.1; SUMO1-SIM PPI: -10; Rpn11 inh: inactive; NadD inh: -4; STEP inh: 3; DNMT1 block: -1; CSN deneddyl inh: -6; Scp-1 inhibitor: -8; LMPTP block: 1.9; MLLE-PAM2 inh: 2

What do the screens show for `COc1ccc(C2=NN(CC(=O)NCc3ccco3)C(=O)CC2)cc1`?
TbMetRS inhib: 0.5; SUMO1-SIM PPI: -1; Rpn11 inh: inactive; NadD inh: -1; STEP inh: 2; DNMT1 block: 0; CSN deneddyl inh: 1; Scp-1 inhibitor: -3; LMPTP block: -1.1; MLLE-PAM2 inh: -6

What do the screens show for `CN(C)c1ccc(NC(=O)COC(=O)CCC(=O)c2ccc(F)cc2)cc1`?
TbMetRS inhib: -0.1; SUMO1-SIM PPI: 2; Rpn11 inh: inactive; NadD inh: 3; STEP inh: 1; DNMT1 block: -16; CSN deneddyl inh: -3; Scp-1 inhibitor: -2; LMPTP block: 0.8; MLLE-PAM2 inh: 11

What do the screens show for `COC(=O)c1ccc(NC(=O)c2cc3c(CO)cnc(C)c3oc2=Nc2cccc(C(N)=O)c2)cc1`?
TbMetRS inhib: -1.4; SUMO1-SIM PPI: 1; Rpn11 inh: inactive; NadD inh: -7; STEP inh: 1; DNMT1 block: -16; CSN deneddyl inh: -2; Scp-1 inhibitor: 0; LMPTP block: 0.2; MLLE-PAM2 inh: 9

How did CC(C)N1CCC1(C)C(=O)Nc1cccc2ccccc12 (centres undefined) do in these assays?
TbMetRS inhib: 0.1; SUMO1-SIM PPI: 1; Rpn11 inh: inactive; NadD inh: 6; STEP inh: 0; DNMT1 block: -2; CSN deneddyl inh: -6; LMPTP block: -1.3; MLLE-PAM2 inh: -4

How did COc1ccc(OC)c(NC(=O)CSc2nnc(CNc3ccc(C)cc3C)o2)c1 do in these assays?
TbMetRS inhib: -0.6; SUMO1-SIM PPI: -5; Rpn11 inh: inactive; NadD inh: -3; STEP inh: 0; DNMT1 block: -4; CSN deneddyl inh: -6; Scp-1 inhibitor: -8; LMPTP block: 0.8; MLLE-PAM2 inh: 13

Results for CCOC(=O)N1CCN(C(=O)CN2C(=O)NC(C)(c3ccc4ccccc4c3)C2=O)CC1 (centres undefined) ?
TbMetRS inhib: -0.1; SUMO1-SIM PPI: -4; Rpn11 inh: inactive; NadD inh: 0; STEP inh: 1; DNMT1 block: 1; CSN deneddyl inh: -1; Scp-1 inhibitor: -12; LMPTP block: -0.6; MLLE-PAM2 inh: -4

How did COc1ccccc1/C=C/C1C(C(=O)OCC(C)C)=C(C)N=C2SCCC(=O)N21 (centres undefined) do in these assays?
TbMetRS inhib: -0.1; SUMO1-SIM PPI: -3; Rpn11 inh: inactive; NadD inh: 1; STEP inh: 0; DNMT1 block: 3; CSN deneddyl inh: -8; Scp-1 inhibitor: -4; LMPTP block: 3.5; MLLE-PAM2 inh: -19

What do the screens show for `CCN1CCN(S(=O)(=O)c2ccc(F)c(C(=O)Nc3c(F)cc(F)cc3Br)c2)CC1`?
TbMetRS inhib: -0.6; SUMO1-SIM PPI: 4; Rpn11 inh: inactive; NadD inh: -6; STEP inh: 2; DNMT1 block: 0; CSN deneddyl inh: -3; Scp-1 inhibitor: -13; LMPTP block: -3.8; MLLE-PAM2 inh: 5

Results for CCOC(=O)C1=C(C)c2ccccc2N(S(=O)(=O)C(F)(F)F)C1C(=O)OCC (centres undefined) ?
TbMetRS inhib: 0.2; SUMO1-SIM PPI: 2; Rpn11 inh: inactive; NadD inh: -2; STEP inh: 0; DNMT1 block: 9; CSN deneddyl inh: -1; Scp-1 inhibitor: -7; LMPTP block: 2.4; MLLE-PAM2 inh: 0

How did O=C(CC1C(=O)NCCN1C(=O)c1ccc([N+](=O)[O-])cc1)Nc1ccc(F)cc1 (centres undefined) do in these assays?
TbMetRS inhib: 0.2; SUMO1-SIM PPI: -26; Rpn11 inh: inactive; NadD inh: -8; STEP inh: 2; DNMT1 block: 1; CSN deneddyl inh: 0; Scp-1 inhibitor: -1; LMPTP block: -0.5; MLLE-PAM2 inh: -9

What do the screens show for `COC(=O)Cn1nnc2c(cnn2-c2ccccc2)c1=O`?
TbMetRS inhib: -0.7; SUMO1-SIM PPI: -18; Rpn11 inh: inactive; NadD inh: -5; STEP inh: -2; DNMT1 block: 1; CSN deneddyl inh: 0; Scp-1 inhibitor: -9; LMPTP block: -1.3; MLLE-PAM2 inh: 4

Results for O=C(CSc1ccc(-c2ccccn2)nn1)Nc1ccc(F)cc1F ?
TbMetRS inhib: -0.3; SUMO1-SIM PPI: 1; Rpn11 inh: inactive; NadD inh: 2; STEP inh: 0; DNMT1 block: -1; CSN deneddyl inh: -6; Scp-1 inhibitor: 0; LMPTP block: -0.6; MLLE-PAM2 inh: -7

How did CCCN1CCN(C(=O)c2oc3c(Cl)cccc3c2C)CC1 do in these assays?
TbMetRS inhib: -1.1; SUMO1-SIM PPI: -1; Rpn11 inh: inactive; NadD inh: -2; STEP inh: 2; DNMT1 block: -1; CSN deneddyl inh: -1; Scp-1 inhibitor: -3; LMPTP block: -0.4; MLLE-PAM2 inh: 4

Results for N#Cc1cccc(NC(=O)CN2CCCCCC2)c1 ?
TbMetRS inhib: -0.6; SUMO1-SIM PPI: 1; Rpn11 inh: inactive; NadD inh: -4; STEP inh: -3; DNMT1 block: 0; CSN deneddyl inh: -1; Scp-1 inhibitor: -2; LMPTP block: -0.8; MLLE-PAM2 inh: 0

How did CC(=O)Nc1ccc(S(=O)(=O)N2CCC(C(=O)NCCC(=O)Nc3ccccc3)CC2)cc1 do in these assays?
TbMetRS inhib: -0.9; SUMO1-SIM PPI: -2; Rpn11 inh: inactive; NadD inh: 0; STEP inh: -4; DNMT1 block: -2; CSN deneddyl inh: 1; Scp-1 inhibitor: 3; LMPTP block: -0.2; MLLE-PAM2 inh: 1

How did COc1ccc(C(=O)NC2CCN(C(=O)Nc3ccccc3Cl)CC2)cc1 do in these assays?
TbMetRS inhib: -0.7; SUMO1-SIM PPI: -8; Rpn11 inh: inactive; NadD inh: -2; STEP inh: -1; DNMT1 block: 0; CSN deneddyl inh: -12; Scp-1 inhibitor: 5; LMPTP block: -0.2; MLLE-PAM2 inh: -3

What do the screens show for `CCOC(=O)C1=C(c2ccccc2)NC(SCC(=O)Nc2ccccc2C)=C(C#N)C1c1ccco1` (centres undefined)?
TbMetRS inhib: 0.0; SUMO1-SIM PPI: 4; Rpn11 inh: inactive; NadD inh: 5; STEP inh: 1; DNMT1 block: -9; CSN deneddyl inh: -4; Scp-1 inhibitor: -16; LMPTP block: 2.8; MLLE-PAM2 inh: 7

What do the screens show for `O=C(CN1C(=O)NC2(CCOc3ccccc32)C1=O)NCCc1ccc(F)cc1` (centres undefined)?
TbMetRS inhib: -0.1; SUMO1-SIM PPI: -2; Rpn11 inh: inactive; NadD inh: -2; STEP inh: -1; DNMT1 block: 5; CSN deneddyl inh: -1; Scp-1 inhibitor: -7; LMPTP block: -1.0; MLLE-PAM2 inh: 3

What do the screens show for `C=CCNC(=O)C(=O)c1c(-c2ccccc2)[nH]c2ccccc12`?
TbMetRS inhib: 0.5; SUMO1-SIM PPI: 1; Rpn11 inh: inactive; NadD inh: 2; STEP inh: -1; DNMT1 block: 2; CSN deneddyl inh: 0; Scp-1 inhibitor: -14; LMPTP block: -1.6; MLLE-PAM2 inh: -10

Results for CC(OC(=O)[C@H](C)N=C1NS(=O)(=O)c2ccccc21)C(=O)Nc1ccc(F)c(F)c1F (some centres undefined) ?
TbMetRS inhib: 0.2; SUMO1-SIM PPI: 5; Rpn11 inh: inactive; NadD inh: -10; STEP inh: -3; DNMT1 block: -1; CSN deneddyl inh: 0; LMPTP block: -1.8; MLLE-PAM2 inh: -3

How did COc1ccc(C2(C#N)CCC(=O)N2c2ccccc2)cc1 (centres undefined) do in these assays?
TbMetRS inhib: 0.3; SUMO1-SIM PPI: -3; Rpn11 inh: inactive; NadD inh: -2; STEP inh: -2; DNMT1 block: 3; CSN deneddyl inh: 0; Scp-1 inhibitor: -3; LMPTP block: -1.0; MLLE-PAM2 inh: 2

Not a hit list; 3.6% or so of the library scored in one or more.
